# Source: PubChem BioAssay
# RAD52 anneal inh = blocks human RAD52 DNA annealing; recombinant RAD52 DNA annealing, FRET fluorescence; hit rate 0.46% among 360,000; AID 651710; inhibition, % at 18.7 µM;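 active = every replicate showing at least 50% inhibition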
# S100A4 inh HTS = S100A4-myosin IIA interaction inhibition; P26447; S100A4/TAMRA-MyoIIA peptide fluorescence polarization; inhibition, % at 10.7 µM; hit rate 0.14% among 360,000; AID 652163;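 active = mean inhibition of at least 70% across replicates, with every replicate also reaching that level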
# Target sequence (P26447 whole entry, looked up): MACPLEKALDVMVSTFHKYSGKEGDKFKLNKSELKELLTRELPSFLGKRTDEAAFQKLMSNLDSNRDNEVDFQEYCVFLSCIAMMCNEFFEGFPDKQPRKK
#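 incubation = readout 5 min after mixing, signal stable up to 60 min | system = S100A4 monomer protein | buffer or medium = HEPES pH 7.2 with CaCl2, KCl, NaCl, DTT, Triton | benchmarks = neutral control DMSO, positive control TFP | also added = fluorescent myosin IIA peptide, 5 nM | compound dosing = one concentration per compound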
# ERAP1 HTS inh = ERAP1 (human) enzyme inhibition; Q9NZ08; recombinant ERAP1, Leu-AMC fluorescence, 60 min; inhibition, % at 10.7 µM; hit rate 0.15% among 340,000; AID 652197;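 active = mean replicate inhibition of at least 30%, or all replicates individually reaching that 30% level; inactive = mean below 30% and not every replicate reaching it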;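 also: 0% = neutral control wells and 100% = L-leucinethiol positive control wells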
# Xi reactivation = activators of X-chromosome reactivation in mouse fibroblasts. hit rate 0.055% among 360,000. AID 743238. XiGFP mouse fibroblasts, % GFP-positive cells imaging, 3 d; cells co-treated with 5-aza-dC sensitizer; scaled so ellipticine positive control = 100%. activation, % at 7.58 µM;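 active = mean normalized replicate activation at least 10% and every replicate at or above 10%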;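 also: 0% = median of on-plate neutral control wells and 100% = ellipticine 6 µM median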
#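 assay system = SV40-immortalized XiGFP fibroblast cells, line 68-5-11 | buffer or medium = DMEM plus 5-aza-dC sensitizer | doses = single-point pinned compound dosing | times = 3-day compound exposure, then 15 min fixation at room temperature | benchmarks = positive control ellipticine, 6 µM final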
# RAD54 branch = blocks human RAD54 Holliday junction branch migration. FAM/BHQ fluorescence. inhibition, % at 10.4 µM. hit rate 0.14% among 360,000;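 active = mean normalized replicate activity at least 40 and at least half of replicates scoring 40 or more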;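 also: 0% = median of neutral control wells and 100% = median of positive control wells; inhibitors cause a drop in the FAM fluorescence signal; in these data hits start at about 50%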
# E-sel inducer = E-selectin induction on HUVECs; activation, % at 7.58 µM; HUVEC E-selectin immunofluorescence imaging; normalized: neutral wells 0, TNF-alpha wells 100; P16581; hit rate 0.37% among 260,000;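 active = mean E-selectin-positive cell signal at least 10% of the positive control, reached in at least 60% of replicates, without over 20% cell loss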;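 also: in these data hits start at about 27%; measured in HUVEC primary endothelial cells; signal is the percent of cells scored E-selectin positive by PE staining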
#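 Read-out: % PE-positive cells | Test system: HUVEC | Doses: One compound dose added by pin transfer | Buffer or medium: EGM-2 over gelatin coat | Signal: Immunofluorescence imaging | Benchmarks: TNF-alpha, DMSO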
# ERp5 block = ERp5 (human) disulfide isomerase inhibition | Q15084 | ERp5 insulin aggregation, absorbance 650 nm, 90 min | inhibition, % at 9.99 µM | hit rate 0.05% among 350,000 | AID 651711;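 active = mean replicate inhibition above about 25%, with every replicate also reaching it, limit read from the data, passing the limit was not always enough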
# Target sequence (Q15084 whole entry, looked up): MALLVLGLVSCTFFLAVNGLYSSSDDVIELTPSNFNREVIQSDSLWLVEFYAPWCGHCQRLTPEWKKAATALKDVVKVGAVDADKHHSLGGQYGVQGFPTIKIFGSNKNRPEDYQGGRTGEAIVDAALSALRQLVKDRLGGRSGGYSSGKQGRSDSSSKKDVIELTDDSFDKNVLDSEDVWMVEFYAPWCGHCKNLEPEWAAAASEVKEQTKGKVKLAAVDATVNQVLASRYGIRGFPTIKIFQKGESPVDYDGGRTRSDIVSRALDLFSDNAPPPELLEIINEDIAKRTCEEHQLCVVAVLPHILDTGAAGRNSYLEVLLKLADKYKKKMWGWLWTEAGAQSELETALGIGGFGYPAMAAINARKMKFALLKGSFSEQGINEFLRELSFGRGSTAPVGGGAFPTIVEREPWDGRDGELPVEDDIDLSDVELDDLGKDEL
# esBAF inh = SWI/SNF esBAF complex inhibition | mouse ES cells, Bmi1-luciferase knock-in reporter, 24 h; 100% = twice the neutral-well signal | hit rate 2% among 350,000 | reporter increase, % at 12.5 µM; in the data active = activation above about 40%;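 also: 0% = median of the plate's neutral control wells and 100% = double that signal; a rise in the Bmi1 reporter signal indicates esBAF inhibition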
# * = called active by the depositor; nt = not tested or not shown.
# Every second line gives: RAD52 anneal inh, S100A4 inh HTS, ERAP1 HTS inh, Xi reactivation, RAD54 branch, E-sel inducer, ERp5 block, esBAF inh
> CCCCN(CCCC)CCNC(=O)c1ccc2nc(-c3ccccc3NC(C)=O)c(=O)[nH]c2c1
    -8, -1, 0, 0.0, 0, nt, 2, -2
> Cc1ccc(NC(=O)Cn2cnc3c(nnn3Cc3ccc(F)cc3)c2=O)cc1
    7, 2, 4, 0.0, nt, nt, 1, nt
> COc1cccc(S(=O)(=O)Nc2ccc3c(c2)OC[C@H](C)NC[C@@H](C)[C@H](OC)CN(C)C3=O)c1
    -3, 1, -1, 0.0, -3, -0.1, -3, -6
> Cc1ccc(NC(=O)c2nc[nH]c2C(=O)N2CCN(c3ccccc3)CC2)cc1
    -6, -24, 5, 0.0, -4, 0.6, -3, 10
> CCN(C[C@H]1N[C@@](CC)(C(=O)OC)[C@H]2C(=O)N(Cc3ccccc3)C(=O)[C@@H]12)S(=O)(=O)c1ccc(OC)cc1
    -11, -2, nt, -0.1, -8, -8.2, 4, -3
> CCCc1cc(C(=O)N2CCCC(N3CCN(c4ccccc4F)CC3)C2)n(C)n1 (stereo unspecified)
    -5, 2, -2, 0.4, -8, nt, -1, nt
> O=c1[nH]c(-c2ccccc2)cn1C1CCN(Cc2ccc(-c3nc4ccccc4nc3-c3ccccc3)cc2)CC1
    42, 8, -1, 0.1, nt, -0.1, 1, nt
> C=CC[C@H](CC(=O)N(CCO)Cc1ccccc1)C(=O)N[C@@H](C)COC(=O)[C@@H](CC=C)Cc1ccc(F)cc1
    -2, 0, 2, -0.1, 7, -0.1, 0, -3
> Cc1ccc2[nH]c(=O)c(CN(C(=O)c3cccc([N+](=O)[O-])c3)C(C)(C)C)cc2c1
    -10, 0, -1, -0.1, -3, 0.9, 1, -9
> O=C(Nc1ccn(CCCNCC2CCCO2)c(=O)n1)OCc1ccccc1 (stereo unspecified)
    -11, -1, -2, 0.0, -11, 0.0, -3, -7
> CCOC(=O)c1c(C)[nH]c(C)c1S(=O)(=O)N(C)CC(=O)N(C)Cc1ccccc1
    4, -1, -1, 0.0, nt, nt, 0, -1
> COc1ccc(CCN2CC(C(=O)N3CCCCCC3)CCC2=O)cc1 (stereo unspecified)
    -15, -1, -3, 0.4, 3, 0.2, 4, -1
> CCc1nc2ccc(C(=O)NCc3cccs3)cn2c1N(CC)CCOC
    -6, 6, -1, -0.1, 6, -0.3, -5, -6
> Cc1cc(Oc2ccc(=O)n(C)n2)nc(SCCOc2ccccc2)n1
    -15, -1, nt, 0.3, nt, 2.4, 5, nt
> COc1ccc(NC(=O)COc2cc(O)c3c(c2)OC(C)(C)CC3=O)cc1
    -4, -1, 3, nt, 2, nt, -2, -7

# Reprinted at random: 3 entries already listed
# Every second line gives: RAD52 anneal inh, S100A4 inh HTS, ERAP1 HTS inh, Xi reactivation, RAD54 branch, E-sel inducer, ERp5 block, esBAF inh
> Cc1ccc2[nH]c(=O)c(CN(C(=O)c3cccc([N+](=O)[O-])c3)C(C)(C)C)cc2c1
    -10, 0, -1, -0.1, -3, 0.9, 1, -9
> O=C(Nc1ccn(CCCNCC2CCCO2)c(=O)n1)OCc1ccccc1 (stereo unspecified)
    -11, -1, -2, 0.0, -11, 0.0, -3, -7
> O=c1[nH]c(-c2ccccc2)cn1C1CCN(Cc2ccc(-c3nc4ccccc4nc3-c3ccccc3)cc2)CC1
    42, 8, -1, 0.1, nt, -0.1, 1, nt

# Additional entries
# Every second line gives: RAD52 anneal inh, S100A4 inh HTS, ERAP1 HTS inh, Xi reactivation, RAD54 branch, E-sel inducer, ERp5 block, esBAF inh
> Cc1c(Br)c([N+](=O)[O-])nn1CC(=O)Nc1nccs1
    -14, -2, -2, 0.1, nt, 14, 1, nt
> Cc1cccc(NC(=O)c2sc3nc(C)nc(N4CCOCC4)c3c2C)c1
    16, 4, 3, -0.1, 2, -0.1, 0, 7
> C[C@@H]1CN([C@H](C)CO)C(=O)c2cc(C#CC3CCCC3)cnc2O[C@@H]1CN(C)C(=O)Nc1ccccc1
    -6, 9, 2, -1.1, -7, -0.2, -5, -2
> COc1cccc(NC(=O)COC(=O)CCC(=O)c2cccs2)c1
    5, -3, -1, 0.4, 0, 14, 3, -7
> CCOc1ccc(Cn2c(O)cc(=O)[nH]c2=O)cc1
    -163, -9, 2, nt, -23, nt, 6, -2
> O=C(COc1ccc(S(=O)(=O)N2CCOCC2)cc1)NCc1ccco1
    -9, -5, 2, 0.1, 6, nt, 0, -7
> Cc1ccc(S(=O)(=O)NCCC(=O)NCCc2ccc(S(N)(=O)=O)cc2)cc1C
    -8, -1, -2, 0.2, 0, 7.0, -5, 1
> Nc1c(-c2ccsc2)cnc2ncnn12
    -23, -7, 1, 0.4, nt, 0.7, 4, nt
> COc1ccc2c3c(n(C)c2c1)[C@@H](CO)N(S(C)(=O)=O)CC31CCN(C(=O)Nc2cccc(F)c2)CC1
    -3, 5, nt, 0.1, nt, 0.6, 4, nt
> CC(C)CN(C(=O)CSc1nnc(-c2cccs2)n1N)c1c(N)n(Cc2ccccc2)c(=O)[nH]c1=O
    -12, -4, 5, 0.0, nt, 2.1, -3, nt
> CCOC(=O)c1ccc(C(=S)N2CCCC2)cc1
    -5, -3, 0, 0.1, -1, -1.8, -2, -9
> CC(C)C[C@@H]1COc2cccc(N3CCSCC3)c2S(=O)(=O)N1
    -22, -5, -1, 0.4, nt, 0.0, -5, nt
> CCOc1ccccc1NC(=O)NNC(=O)CCc1ccc(OC)cc1
    -3, 5, 1, -0.1, 4, 0.0, 4, -2
> C/C(=N\N=C(/C)c1cccc(N)c1)c1cccc(N)c1
    -10, 5, 1, 0.0, 11, nt, -4, nt
> CCOc1ccc(S(=O)(=O)N2CCCC(C(=O)N3CCC(C(N)=O)CC3)C2)cc1Cl (stereo unspecified)
    -2, 0, -5, 0.0, 7, nt, 1, 1
> COc1ccccc1CC(=O)NC1CC1
    2, -6, -1, 0.0, -5, nt, 2, -1
> CC(=O)O/N=C(/c1nonc1N)N(C)C
    -15, -7, -6, 0.0, nt, -0.2, 11, nt

# Record cards, as listed above:
# `O=C(Nc1ccn(CCCNCC2CCCO2)c(=O)n1)OCc1ccccc1` (stereo unspecified) in the list: RAD52 anneal inh = -11; S100A4 inh HTS = -1; ERAP1 HTS inh = -2; Xi reactivation = 0.0; RAD54 branch = -11; E-sel inducer = 0.0; ERp5 block = -3; esBAF inh = -7
# `COc1ccccc1CC(=O)NC1CC1` in the list: RAD52 anneal inh = 2; S100A4 inh HTS = -6; ERAP1 HTS inh = -1; Xi reactivation = 0.0; RAD54 branch = -5; E-sel inducer = nt; ERp5 block = 2; esBAF inh = -1
